Compound activity as filed in PubChem.
GC-A act: GC-A stimulated cGMP production enhancers – HEK293 GC-A cells, cGMP TR-FRET, EC30 ANP, primary screen; Atrial natriuretic peptide receptor 1 (Homo sapiens), P16066; 0% at EC30 ANP, 100% saturating ANP; activation, % at 10 µM; hit rate 0.14% among 370,000; in the data active = activation above about 40%
hgDAF12 agonist: H. glycines DAF-12 receptor agonists, primary screen, cell-based, luminescence, HEK293, GAL4 fusion, UAS-luciferase | Nuclear hormone receptor DAF-12 (Heterodera glycines), GAL4 fusion | activation, % at 6.8 µM | HEK293 GAL4-hgDAF12 UAS-luciferase reporter, agonist luminescence; normalized to butyrate control | hit rate 1.8% among 370,000;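 active = activation above a cutoff set at the mean of all screened compounds plus 3 SD, cut at about 10% in these data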;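 note: 0% = DMSO wells and 100% = sodium butyrate wells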
GAA850 FXN act: FXN promoter activators, primary screen, cell-based, luciferase luminescence, HEK293 lucGAA850; AID 540364, 2011; HEK293 lucGAA850 FXN promoter luciferase reporter, 24 h; percent of 10 µM SAHA response; activation, % at 6 µM; hit rate 0.56% among 360,000;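 active = activation above the average of all compounds screened plus 3 SD, cutoff fixed separately per campaign, cut at about 7.5% in these data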;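 note: 0% = DMSO wells and 100% = 10 µM SAHA wells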
DAX1 inh-1: DAX1 (NR0B1) inhibitors, primary screen, cell-based, HEK293, Gal4-DAX1, luciferase luminescence; HEK293 Gal4-DAX1 luciferase reporter; inhibition, % at 6.75 µM; hit rate 0.99% among 340,000; AID 504766, 2011;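 active = inhibition above the mean over all tested compounds plus 3 SD, cut at about 4.2% in these data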;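 note: 0% = DAX1-transfected cells with DMSO and 100% = empty-vector control cells with DMSO; inhibition shows as a rise in luminescence from relieved DAX1 repression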
Target sequence (P51843 207-470 limits assumed): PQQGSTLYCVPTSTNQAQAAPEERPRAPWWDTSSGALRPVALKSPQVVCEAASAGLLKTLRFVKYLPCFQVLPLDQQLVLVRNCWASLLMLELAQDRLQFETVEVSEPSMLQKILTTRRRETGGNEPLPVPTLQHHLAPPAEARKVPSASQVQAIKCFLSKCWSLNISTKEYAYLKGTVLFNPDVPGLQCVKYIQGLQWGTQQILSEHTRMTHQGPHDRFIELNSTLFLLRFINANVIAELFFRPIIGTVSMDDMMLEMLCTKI
proKLK7 act: proKLK7 zymogen activators, primary screen, biochemical, fluorescence intensity. purified proKLK7, EDANS-DABCYL substrate fluorescence; 100% is mature enzyme control, 0% vehicle. activation, % at 7 µM. hit rate 0.9% among 370,000. AID 652039, 2013;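 active = activation above the mean of all tested compounds plus 3 SD, computed per campaign excluding outliers beyond control limits, cut at about 13% in these data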
Target sequence (P49862 whole entry, looked up): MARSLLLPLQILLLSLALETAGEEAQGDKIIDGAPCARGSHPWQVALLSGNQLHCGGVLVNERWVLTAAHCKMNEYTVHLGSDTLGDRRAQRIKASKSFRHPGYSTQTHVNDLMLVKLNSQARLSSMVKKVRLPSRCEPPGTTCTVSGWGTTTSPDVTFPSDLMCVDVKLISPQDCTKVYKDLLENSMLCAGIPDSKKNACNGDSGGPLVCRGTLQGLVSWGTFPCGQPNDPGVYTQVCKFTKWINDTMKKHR
ssDAF12 agonist: S. stercoralis DAF-12 nuclear receptor activators, primary screen, cell-based, luminescence, HEK293, GRIP1 co-expression, lit1-tk-luc; Nuclear hormone receptor DAF-12 (Strongyloides stercoralis); hit rate 1% among 370,000; activation, % at 6.8 µM; HEK293 ssDAF-12/GRIP1 lit1-tk-luc reporter; % of 3 µM dafachronic acid response;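 active = activation above the mean over all tested compounds plus 3 SD, cut at about 0.9% in these data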;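 note: 0% = DMSO-only wells and 100% = 3 µM delta7-dafachronic acid wells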
hcDAF-12 act: H. contortus DAF-12 nuclear receptor activators, primary screen, cell-based, luminescence, HEK293, lit1-tk-luc reporter. HEK293 hcDAF-12 lit1-tk-luc reporter; 0% DMSO, 100% Δ7-dafachronic acid. activation, % at 6.8 µM. hit rate 1.4% among 370,000;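 active = activation above the mean of all tested compounds plus 3 SD, cut at about 5.5% in these data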;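 note: 100% = response to 3 µM Δ7-dafachronic acid high control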
DAX1 inh-2: DAX1 (NR0B1) inhibitors on StAR promoter, primary screen, cell-based, luminescence, SF-1 (NR5A1), full-length DAX-1 | HEK293T StAR-luciferase reporter, SF-1/DAX-1 repression relief | AID 652010, 2013 | hit rate 1.1% among 370,000 | inhibition, % at 6.8 µM;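 active = inhibition above the mean over all tested compounds plus 3 SD, cut at about 3.6% in these data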;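 note: 0% = DAX-1 cells with DMSO and 100% = cells lacking DAX-1 with DMSO; higher inhibition means more luminescence from relief of DAX-1 repression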
HGIII-sPLA2 inh: human group III sPLA2 inhibitors, primary screen, biochemical, QFRET, BODIPY PC-A2 liposome substrate | Group 3 secretory phospholipase A2 (Homo sapiens), Q9NZ20 | QFRET BODIPY PC-A2 liposome hydrolysis, fluorescence | inhibition, % at 12.2 µM | hit rate 0.56% among 370,000 | AID 743126, 2013;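 active = inhibition above mean plus 3 SD of compounds lying within the high and low control bounds, cut at about 19% in these data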;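 note: 0% = median of test compound wells and 100% = no enzyme DMSO wells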
Target sequence (Q9NZ20 whole entry, looked up): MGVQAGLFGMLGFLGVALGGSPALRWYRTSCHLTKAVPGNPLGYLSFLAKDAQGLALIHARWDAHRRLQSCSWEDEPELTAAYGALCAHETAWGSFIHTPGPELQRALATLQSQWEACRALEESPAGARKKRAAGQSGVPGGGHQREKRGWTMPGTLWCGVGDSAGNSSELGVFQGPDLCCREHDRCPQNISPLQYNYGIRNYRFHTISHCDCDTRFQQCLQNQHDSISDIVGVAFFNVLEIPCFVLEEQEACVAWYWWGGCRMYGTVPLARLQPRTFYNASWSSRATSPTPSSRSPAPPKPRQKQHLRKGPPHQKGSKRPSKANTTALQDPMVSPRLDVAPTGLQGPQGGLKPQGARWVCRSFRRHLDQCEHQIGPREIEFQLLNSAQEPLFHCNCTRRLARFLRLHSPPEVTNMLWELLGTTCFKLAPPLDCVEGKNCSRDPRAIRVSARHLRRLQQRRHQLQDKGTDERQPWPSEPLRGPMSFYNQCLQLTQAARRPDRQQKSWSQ
NPR2 activator: human GC-B receptor activators, primary screen, HEK293 GC-B cells, cGMP TR-FRET, EC30 CNP | Atrial natriuretic peptide receptor 2 (Homo sapiens), P20594 | 0% at EC30 CNP, 100% saturating CNP | activation, % at 10 µM | hit rate 0.11% among 370,000;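 active = activation at 10 µM reaching about 35% in either raw or pattern-adjusted values, limit read from the data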
SMARCA2 act: SMARCA2 (BRM) function activators, primary screen, cell-based, luminescence, high throughput; MG213 cells, MMTV-luciferase reporter, dexamethasone, overnight; hit rate 1% among 370,000; activation, % at 9.1 µM; in the data active = activation above about 7.8%;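 note: 0% = vehicle wells and 100% = reference activator wells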
Numbers without * were called inactive; x = no result given.

Compound,GC-A act,hgDAF12 agonist,GAA850 FXN act,DAX1 inh-1,proKLK7 act,ssDAF12 agonist,hcDAF-12 act,DAX1 inh-2,HGIII-sPLA2 inh,NPR2 activator,SMARCA2 act
CC(=O)C1C(c2ccc(Cl)cc2)c2c(noc2C)CC1(C)O (stereo not given),-1,0.2,-0.4,x,-0.1,-1.6,-0.6,-0.3,1,4,6
CCOC(=O)C1(C(=O)OCC)NC(=O)CC1C (stereo not given),1,2.0,0.2,0.9,-0.9,0.3,-2.1,-0.6,8,1,-2
O=C(Nc1ccc2c(c1)OCO2)c1ccc2c(c1)S(=O)(=O)c1ccccc1C2=O,2,-0.7,-2.0,0.5,-0.2,-1.7,-0.2,-0.7,1,6,1
CC(C)(C)NC(=O)C(OC(=O)c1cccs1)c1ccccc1 (stereo not given),x,2.7,-1.6,1.2,-0.2,-1.1,-1.1,-1.3,3,x,6
CCOC(=O)c1sc2ncnc(NCC(c3cccs3)N(C)C)c2c1C (stereo not given),3,2.0,2.2,1.2,-1.9,-0.7,2.0,-0.3,-2,-7,0
Cc1csc(SCC(=O)NC(=O)NCCC(C)C)n1,-3,-2.3,1.3,-0.3,0.0,-1.5,-1.1,0.9,-8,-3,-2
CC(C)C[C@@H](COCc1cccc(C(F)(F)F)c1)N1CCN(C(=O)c2ccc(C(F)(F)F)cc2)CCC1=O,-3,2.1,x,x,-0.2,-1.0,-1.6,1.2,1,-5,-3
CSc1ncc(Cl)c(C(=O)NCc2ccc3c(c2)OCO3)n1,9,0.1,1.5,-0.8,0.1,-0.9,-1.4,0.1,1,17,1
CN(C)S(=O)(=O)N(CC(=O)Nc1ccc2ccccc2c1)c1ccccc1,-2,4.6,-1.0,0.3,0.9,-0.7,2.7,-0.8,-51,4,0
CN(C)CCCN(C(=O)c1ccco1)c1nc2cc3c(cc2s1)OCO3,-8,-4.4,1.0,-0.9,0.1,-0.8,-0.4,-8.1,0,-12,-2
COc1ccc(OCC(=O)Nc2cc(-c3nn(C)c(=O)c4ccccc34)ccc2OC)cc1,11,-0.8,-3.3,-1.6,0.7,-1.7,-0.6,0.1,-2,5,-4
CC1(C)C(=O)Nc2ccccc2N1C(=O)COC(=O)CCSc1ccccc1,2,0.5,3.7,-0.6,0.4,-1.1,-1.7,-0.4,-7,1,1
CCOC(=O)N1CCN(C(=O)C(C)NC(=O)c2ccco2)CC1 (stereo not given),-3,1.2,1.8,-0.9,0.1,-0.9,-1.7,0.0,-4,0,0
O=C(CSC1=NCCN1)NC12CC3CC(CC(C3)C1)C2,-3,-2.0,5.6,0.7,0.6,-0.3,-1.1,-0.5,2,5,-3
Cn1ccnc1C1CCCCN1C(=O)c1cc(COc2ccc(F)cc2F)on1 (stereo not given),5,1.8,2.4,0.6,-0.3,-1.7,-1.9,-0.3,-8,-4,-3
Nc1nc(SCC(=O)Nc2ccc([N+](=O)[O-])cc2)[nH]c(=O)c1NC(=O)c1ccc(Br)o1,5,-0.9,-1.2,-0.5,-0.2,-0.7,-0.8,1.1,2,1,-3
COc1ccc(S(=O)(=O)NCc2cc(=O)n(C)c(=O)n2C)cc1F,2,-1.6,-0.4,0.1,-0.2,-0.7,-0.7,-0.2,7,-1,-1
COc1cccc(NC(=S)N(CCCN2CCC(C)CC2)Cc2cccs2)c1,-9,2.4,0.2,0.7,0.4,-1.7,0.5,0.3,8,3,3
CN(CC(=O)Nc1c(Cl)cccc1Cl)C(=O)c1cc(S(=O)(=O)N(C)C)ccc1N1CCCC1,-1,0.8,-0.8,-0.2,-0.4,-0.5,-0.6,1.8,4,0,0
O=C(CS(=O)(=O)c1ccc(Cl)cc1)Nc1nnc(-c2cccs2)o1,-2,1.6,0.0,0.1,-0.1,0.9,-0.1,0.2,-3,2,-2
COC(=O)c1ccc(S(=O)(=O)N(Cc2ccccc2)Cc2ccccc2)n1C,-1,0.2,1.5,0.7,0.2,-1.0,-1.3,-0.1,-1,-2,-6
COc1cc(OC)c(OC)cc1/C=N/NC(=O)CSc1ccccc1F,22,-0.3,1.3,-1.3,2.1,-1.3,-1.7,-0.1,-2,-4,2
O=C(NCC1CCCO1)c1nc2c(nnn2Cc2ccc(F)cc2)c(=O)[nH]1 (stereo not given),-2,-1.2,-1.4,0.2,-0.4,-1.1,-0.9,-0.1,5,-6,-1
O=c1[nH]nc(Sc2ccccc2)c(=S)[nH]1,1,2.4,0.2,1.1,-0.6,-0.6,-0.8,0.6,13,-1,-3
O=c1cccc(-c2ccc(Br)cc2)o1,5,2.8,2.4,0.3,-0.3,-1.4,-1.4,-0.4,0,0,2
C=CCNC(=S)NC1CC(C)(C)NC(C)(C)C1,5,-2.5,-1.5,0.0,-0.1,-1.4,1.9,0.7,6,3,-1
Cc1cccc(-n2c(O)c(C=Nc3ccccc3)c3ccccc3c2=O)n1,-4,3.4,0.9,-1.0,17*,-1.6,-2.2,-0.8,1,1,-2
Cc1ccc(CC2C(=O)N(c3cc(Cl)ccn3)C(=O)C2C)cc1 (stereo not given),-1,3.0,4.0,3.4,0.0,-1.8,-0.3,0.0,-7,-4,2
CCCC1CCC2(CC1)CCC2OC(=S)Nc1ccc(Cl)cc1 (stereo not given),0,-0.1,x,x,x,-1.5,3.0,x,0,-1,x
OCCC1CN(CCCc2ccccc2)CCN1CCc1ccccc1 (stereo not given),-3,1.1,1.2,0.2,0.0,-1.0,-1.0,0.0,-3,-1,-1

Three entries from above, sorted by the number in DAX1 inh-2, low to high.
Structure | GC-A act | GAA850 FXN act | DAX1 inh-1 | proKLK7 act | ssDAF12 agonist | hcDAF-12 act | DAX1 inh-2 | HGIII-sPLA2 inh | NPR2 activator | SMARCA2 act
Cc1cccc(-n2c(O)c(C=Nc3ccccc3)c3ccccc3c2=O)n1 | -4 | 0.9 | -1.0 | 17* | -1.6 | -2.2 | -0.8 | 1 | 1 | -2
COC(=O)c1ccc(S(=O)(=O)N(Cc2ccccc2)Cc2ccccc2)n1C | -1 | 1.5 | 0.7 | 0.2 | -1.0 | -1.3 | -0.1 | -1 | -2 | -6
OCCC1CN(CCCc2ccccc2)CCN1CCc1ccccc1 (stereo not given) | -3 | 1.2 | 0.2 | 0.0 | -1.0 | -1.0 | 0.0 | -3 | -1 | -1

(further entries)
Compound,GC-A act,hgDAF12 agonist,GAA850 FXN act,DAX1 inh-1,proKLK7 act,ssDAF12 agonist,hcDAF-12 act,DAX1 inh-2,HGIII-sPLA2 inh,NPR2 activator,SMARCA2 act
CCC(CC)C(=O)Nc1c2c(nn1-c1ccc(C)cc1)CS(=O)(=O)C2,1,2.6,2.1,-0.6,-0.3,-1.3,-0.4,0.1,-3,1,0
O=C(/C=C/c1ccco1)N(c1ccccn1)c1ccccn1,-6,0.1,-0.4,-0.5,0.8,-1.7,-0.2,0.4,-1,2,0
COc1ccc(OCCCC(=O)Nc2cccnc2)cc1,1,-0.6,0.3,-0.1,0.6,-1.3,-0.9,-0.8,3,-3,0
CCc1ccc(-n2c(=O)c3c(C)c(C)sc3n(CC(=O)NCC3CCCO3)c2=O)cc1 (stereo not given),0,-0.6,-0.2,-2.3,0.0,-1.8,-1.4,-0.3,2,5,1
CC1(C)CC(=O)C(C=Nc2ccc3[nH]ncc3c2)=C(O)C1,1,3.0,0.8,1.3,5.5,-0.6,0.2,0.3,-4,-15,1
O=C(OC1CCCCC1=O)c1cc(Cl)ccc1[N+](=O)[O-] (stereo not given),-2,-0.4,0.1,0.6,0.3,-1.1,-1.8,-0.1,5,0,2
COc1ccc(/C=C2\SC(=S)N(CCC(=O)N3CCOCC3)C2=O)cc1OC,4,1.6,1.7,-0.9,0.0,-1.3,1.7,-0.5,3,-3,-2
Cc1ccc2c(c1)N(CC(=O)NCCCN1CCOCC1)C(=O)c1cccnc1O2,-4,-0.2,2.6,0.2,-0.7,-1.3,-0.6,1.4,6,-7,-3
Cc1ccc(C(=O)N/C(=C\c2cccs2)C(=O)N2CCOCC2)cc1C,2,-1.3,0.0,1.6,0.3,-1.1,0.0,-1.3,1,4,-2
O=C(CCNS(=O)(=O)c1ccccc1)NNC(=O)c1cccc(Cl)c1,7,3.9,0.6,-0.1,0.6,-1.4,-0.1,1.4,-10,2,-4
Cc1nc(N2CCN(C(=O)c3ccco3)CC2)c(C#N)c2c1CCCC2,-4,-1.2,3.6,-1.4,-1.2,-0.8,-2.3,0.1,2,-4,-1
CCn1c(CNC(=O)c2ccco2)nnc1SCC(=O)Nc1cc(F)ccc1C,-1,1.9,-1.1,1.7,0.1,-0.7,0.0,-0.4,-2,0,-3
COc1cccc(/C(C)=N/Nc2ccc(S(=O)(=O)N3CCCCC3)cn2)c1,-4,-0.5,4.4,-0.8,0.1,-1.1,-2.1,-1.9,4,-4,-4
O=C(Cc1ccccc1)N/N=C/c1ccccc1OCc1ccc(Cl)cc1,-1,0.1,2.6,0.4,-0.1,-0.8,-1.5,-0.4,-5,-1,1
Cc1cccc([C@@H]2[C@@H]3C(=O)N(Cc4ccccc4)C(=O)[C@@H]3[C@]3(Cc4ccc(Cl)cc4)C(=O)N(c4ccc(Br)cc4)C(=O)N23)c1,-3,0.1,-3.9,-1.1,-0.2,-0.7,-0.7,-0.1,-5,-4,0
COc1cccc(N2CCN(C(=O)C3CCN(S(=O)(=O)c4ccc5c(c4)oc(=O)n5C)CC3)CC2)c1,-1,1.4,-2.4,0.1,-0.1,-1.7,-1.8,-0.9,5,0,-1
COC(=O)CCCC1=CC2=CC(=O)C(C)(OC(=O)c3cccs3)C(=O)C2=CN1CC1CC1 (stereo not given),2,-0.9,1.0,0.0,1.4,-1.0,-1.2,-0.4,-4,0,-1
CC(C)C[C@H](NC(=O)Nc1cccc(C(F)(F)F)c1)C(=O)O,7,-0.1,-0.8,-0.3,0.2,-1.6,-1.6,-1.2,4,1,-3
Cc1ccc(S(=O)(=O)N(C)c2ccc3ccccc3c2)cc1,-4,4.1,0.7,-0.4,-0.5,-1.4,-0.9,-0.4,-7,5,2
COc1ccc2c(c1)c(C(=O)CN1CCN(C(=O)c3ccco3)CC1)c(C)n2C,-5,0.1,3.2,1.7,0.0,-1.0,1.2,-0.8,7,-6,5
CCN(CC)CCCn1c(=S)[nH]c2cc(OC)c(OC)cc2c1=O,8,1.0,-0.7,-0.7,-0.3,-1.1,0.9,1.7,3,4,1
O=C(N/N=C/c1ccccc1O)C1CCCC1,4,2.3,-0.9,1.3,-84,0.5,2.5,0.4,-1,5,0
Cn1c(=O)c2c(SCC(=O)NCC3CCCO3)nc(-c3ccccc3Cl)nc2n(C)c1=O (stereo not given),5,-1.1,0.2,0.5,0.0,-0.8,0.3,-0.5,4,-3,-1
